Source: PubChem BioAssay (Johns Hopkins Ion Channel Center)
Kir21 block: Kir2.1 (mouse) channel inhibition; AID 1672; 0.85% of 310,000 active; HEK293-Kir2.1, FluxOR thallium flux fluorescence; hits give low values; B-score at 10 µM;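 active = fluorescence ratio B-score at or below minus 3 SD of library scores, with starting-brightness B-score within 2 SD, cut at about -4.2 in these data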;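 note: channel flux triggered by added potassium and thallium sulfate stimulus; B-score of peak minus minimum fluorescence over baseline after thallium stimulus; more negative B-score means stronger Kir2.1 block with less thallium influx; some compounds called inactive have numbers as strong as hits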
KCNQ2 inh: KCNQ2 potassium channel inhibitors, primary screen, cell-based, CHO-K1, FluxOR thallium flux, B-score (AID 2156) | O88943 | 20 min; hits give low values | B-score at 10 µM | 1.1% of 310,000 active;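 active = fluorescence ratio B-score at most minus 3 library SDs, with starting brightness B-score within 2 library SDs, cut at about -5.5 in these data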
Target sequence (O88943 whole entry, looked up): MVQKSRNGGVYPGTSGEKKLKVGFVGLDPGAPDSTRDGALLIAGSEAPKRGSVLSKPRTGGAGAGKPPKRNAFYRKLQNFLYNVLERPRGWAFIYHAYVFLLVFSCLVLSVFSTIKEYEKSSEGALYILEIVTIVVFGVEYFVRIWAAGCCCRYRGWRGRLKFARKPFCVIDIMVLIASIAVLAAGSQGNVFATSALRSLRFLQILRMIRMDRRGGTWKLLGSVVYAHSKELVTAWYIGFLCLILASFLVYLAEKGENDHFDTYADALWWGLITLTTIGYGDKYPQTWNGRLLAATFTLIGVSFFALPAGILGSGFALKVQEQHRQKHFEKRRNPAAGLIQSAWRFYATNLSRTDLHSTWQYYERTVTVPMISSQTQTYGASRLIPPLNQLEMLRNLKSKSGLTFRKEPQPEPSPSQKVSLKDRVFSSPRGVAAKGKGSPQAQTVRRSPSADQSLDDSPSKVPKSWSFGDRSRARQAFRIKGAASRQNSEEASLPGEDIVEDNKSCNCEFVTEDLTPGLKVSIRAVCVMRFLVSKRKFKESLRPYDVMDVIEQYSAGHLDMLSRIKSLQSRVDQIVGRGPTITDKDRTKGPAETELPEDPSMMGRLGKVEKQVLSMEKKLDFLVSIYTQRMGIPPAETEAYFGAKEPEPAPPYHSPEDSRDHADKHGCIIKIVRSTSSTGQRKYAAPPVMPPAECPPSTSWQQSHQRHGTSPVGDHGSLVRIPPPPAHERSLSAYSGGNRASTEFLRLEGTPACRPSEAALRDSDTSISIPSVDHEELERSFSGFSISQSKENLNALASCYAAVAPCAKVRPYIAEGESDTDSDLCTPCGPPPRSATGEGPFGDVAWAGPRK
Active calls of the source: *.

The first 4 entries, ahead of the listing:
What do the screens show for `CS(=O)(=O)N1CCN(c2ccc(NC(=O)COc3ccccc3[N+](=O)[O-])cc2)CC1`?
Kir21 block: 1; KCNQ2 inh: inactive

How did COc1ccccc1C(=O)NC(=S)Nc1ccc(S(=O)(=O)N2CCN(C)CC2)cc1 do in these assays?
Kir21 block: -0.1; KCNQ2 inh: inactive

How did O=C(Cc1cn2ccsc2n1)NCCc1ccc(F)cc1 do in these assays?
Kir21 block: 0.74; KCNQ2 inh: inactive

Results for CCOc1nc(C)cc(C)c1S(=O)(=O)c1cccc(Cl)c1 ?
Kir21 block: -8.2*; KCNQ2 inh: inactive

The listing, from the first entry:
What do the screens show for `CS(=O)(=O)N1CCN(c2ccc(NC(=O)COc3ccccc3[N+](=O)[O-])cc2)CC1`?
Kir21 block: 1; KCNQ2 inh: inactive

How did COc1ccccc1C(=O)NC(=S)Nc1ccc(S(=O)(=O)N2CCN(C)CC2)cc1 do in these assays?
Kir21 block: -0.1; KCNQ2 inh: inactive

How did O=C(Cc1cn2ccsc2n1)NCCc1ccc(F)cc1 do in these assays?
Kir21 block: 0.74; KCNQ2 inh: inactive

Results for CCOc1nc(C)cc(C)c1S(=O)(=O)c1cccc(Cl)c1 ?
Kir21 block: -8.2*; KCNQ2 inh: inactive

How did CCN(CC)CCCn1c(=S)[nH]c2cc(C(=O)OC)ccc2c1=O do in these assays?
Kir21 block: -0.81; KCNQ2 inh: inactive

What do the screens show for `O=C(O)/C=C/C(=O)Nc1ccc(NC(=O)c2ccccc2)c(Cl)c1`?
Kir21 block: -1.6; KCNQ2 inh: inactive

How did CCc1ccc(-c2cn(C3CCCCC3)c(=S)[nH]2)cc1 do in these assays?
Kir21 block: 0.4; KCNQ2 inh: inactive

What do the screens show for `O=C(Nc1nnc(SCc2ccccc2)s1)c1ccco1`?
Kir21 block: 1.7; KCNQ2 inh: inactive

How did Cc1cccnc1NC(=O)c1cccc(S(=O)(=O)N2CCCC2)c1 do in these assays?
Kir21 block: 0.48; KCNQ2 inh: inactive

How did O=C(O)CSc1nnc(-c2ccncc2)n1C1CCCCC1 do in these assays?
Kir21 block: -1.2; KCNQ2 inh: inactive

Results for CCn1cc(Cl)c(C(=O)NNC(=O)CCn2ccc([N+](=O)[O-])n2)n1 ?
Kir21 block: 0.05; KCNQ2 inh: inactive

How did CC1CCCN(C(=O)c2cc(N3C(=O)C4C5CCC(C5)C4C3=O)ccc2Cl)C1 (stereo unspecified) do in these assays?
Kir21 block: 0.56; KCNQ2 inh: inactive

Results for CC(NC(=O)c1c(Cl)cnn1C)C1CCCO1 (stereo unspecified) ?
Kir21 block: 0.06; KCNQ2 inh: inactive

How did O=S(=O)(c1ccc(S(=O)(=O)N(Cc2ccc(F)cc2)C2CCCC2)cc1)N1CCCC1 do in these assays?
Kir21 block: -2; KCNQ2 inh: inactive

How did Cc1nc(-c2ccc(-c3ccon3)s2)no1 do in these assays?
Kir21 block: -0.2; KCNQ2 inh: inactive

Results for O=C1c2ccccc2CN1CCSC(=S)N1CCOCC1 ?
Kir21 block: -0.08; KCNQ2 inh: inactive

Results for CC1CCN(CC(=O)Nc2ccccc2C(=O)c2ccccc2)CC1 ?
Kir21 block: -3.2; KCNQ2 inh: inactive

Results for O=c1nc(SCc2ccccc2Cl)nc(-c2ccc(Cl)cc2)[nH]1 ?
Kir21 block: 1.2; KCNQ2 inh: inactive

How did COc1cccc(Nc2ccc(C(=O)O)cc2N)c1 do in these assays?
Kir21 block: 2; KCNQ2 inh: inactive

What do the screens show for `Cc1nn2c(-n3ccnc3C)c3c(nc2c1-c1ccccc1)CCC3`?
Kir21 block: -0.82; KCNQ2 inh: inactive

Results for Cc1cccc(C(C)C)c1NC(=O)c1ccc(CN(c2ccccc2)S(=O)(=O)c2ccccc2)cc1 ?
Kir21 block: 0.05; KCNQ2 inh: inactive

Results for COc1ccc(CCN2CC(C(=O)OCC(=O)Nc3c(C)nn(-c4ccccc4)c3C)CC2=O)cc1OC (stereo unspecified) ?
Kir21 block: 1.7; KCNQ2 inh: inactive

How did Cc1ccc(O)c(C(=O)c2cc(C#N)c(=O)n(C(C)c3ccccc3)c2)c1 (stereo unspecified) do in these assays?
Kir21 block: -1.6; KCNQ2 inh: inactive

What do the screens show for `CN(C)S(=O)(=O)c1cccc(C(=O)Nc2ccccc2N2CCCCC2)c1`?
Kir21 block: -1.5; KCNQ2 inh: inactive

How did O=C(Nc1cccc(-c2nc3ncccc3o2)c1)c1ccco1 do in these assays?
Kir21 block: -0.37; KCNQ2 inh: inactive

Results for CCOC(=O)C1=C(CSc2nc3c(cc2C#N)CN(C)CC3)OC(N)=C(C#N)C1c1ccncc1 (stereo unspecified) ?
Kir21 block: -0.59; KCNQ2 inh: inactive

Results for COC(=O)C(NS(=O)(=O)c1ccc(N2CCCC2=O)cc1)c1ccccc1 (stereo unspecified) ?
Kir21 block: 1.6; KCNQ2 inh: inactive

Results for Cn1c(=O)[nH]c2c(nc(-c3ccc(Cl)cc3)n2C)c1=O ?
Kir21 block: -1.9; KCNQ2 inh: inactive

Results for Cc1cc(C)c2nc(NC(=O)c3ccco3)sc2c1 ?
Kir21 block: -0.47; KCNQ2 inh: inactive

Results for CC(NC(=O)COC(=O)CSCc1ccccc1)c1ccccc1 (stereo unspecified) ?
Kir21 block: -0.12; KCNQ2 inh: inactive

Results for Cc1nn2c(N)c(C#N)cnc2c1-c1ccccc1 ?
Kir21 block: 2.1; KCNQ2 inh: inactive

Results for OC(CCN1CCOCC1)(c1ccc(Cl)cc1)C1CCCCC1 (stereo unspecified) ?
Kir21 block: -3.5; KCNQ2 inh: -5.8*

What do the screens show for `Cc1csc(C(=O)O)c1NC(=O)c1c(Cl)cccc1Cl`?
Kir21 block: -0.84; KCNQ2 inh: inactive

What do the screens show for `COc1cc(C(=O)Nc2ccc(S(=O)(=O)Nc3cc(C)on3)cc2)cc(OC)c1OC`?
Kir21 block: 0.68; KCNQ2 inh: inactive

How did O=C(O)c1ccc2c3c(cccc13)C(=O)N(c1ccccc1)C2=O do in these assays?
Kir21 block: 0.81; KCNQ2 inh: inactive

Results for Cc1cc(NC(=O)Nc2ccc(Cl)cc2)n(-c2ccccc2)n1 ?
Kir21 block: 0.35; KCNQ2 inh: inactive

How did O=C1Nc2ccccc2O/C1=C\c1ccccc1Br do in these assays?
Kir21 block: 1; KCNQ2 inh: inactive

How did Cc1cc(NC(=O)c2cc(C3CC3)on2)no1 do in these assays?
Kir21 block: 0.64; KCNQ2 inh: inactive

Results for COC(=O)C1=C(C(=O)OC)[C@@H]2N(C)c3ccccc3[C@@]23C[C@@H](C(=O)OC)N=C3N1 ?
Kir21 block: -0.64; KCNQ2 inh: inactive

What do the screens show for `O=c1[nH]c(N2CCOCC2)cc2ccccc12`?
Kir21 block: 1.6; KCNQ2 inh: inactive

What do the screens show for `CCOc1ccc(-c2ccc(SC)nn2)cc1`?
Kir21 block: -1.9; KCNQ2 inh: inactive

How did Cc1ccc2c(c1)COc1c3ccc(C(=O)N[C@@H](CO)C(C)C)cc3nn1-2 do in these assays?
Kir21 block: -0.31; KCNQ2 inh: inactive

How did CCOC(=O)c1cc(C#N)c(Oc2ccc(F)cc2)nc1-c1ccccc1 do in these assays?
Kir21 block: -0.01; KCNQ2 inh: inactive

How did CC1CC(=O)c2c(cc3c(-c4c(O)cc(O)c5c(O)c6c(cc45)OC(C)CC6=O)c(O)cc(O)c3c2O)O1 (stereo unspecified) do in these assays?
Kir21 block: -2.2; KCNQ2 inh: inactive

Results for Cc1ccnc(NC(=O)c2ccc(COc3c(F)c(F)cc(F)c3F)o2)c1 ?
Kir21 block: 0.03; KCNQ2 inh: inactive

How did COc1cc(NC(=O)c2cc([N+](=O)[O-])ccc2NC(=O)CNCc2ccccn2)cc(OC)c1 do in these assays?
Kir21 block: -1.4; KCNQ2 inh: inactive

What do the screens show for `CCOc1ccc(NC(=O)CN2C(=O)COc3ccccc32)cc1`?
Kir21 block: 1.3; KCNQ2 inh: inactive

What do the screens show for `Cc1cccc(OCCCC(=O)NCc2ccco2)c1`?
Kir21 block: -0.09; KCNQ2 inh: inactive

Results for COc1cccc(CNc2nnnn2C)c1OC ?
Kir21 block: 1.5; KCNQ2 inh: inactive

Results for Cc1n[nH]c(=O)nc1Nc1ccc(O)cc1 ?
Kir21 block: 0.63; KCNQ2 inh: inactive

How did Cc1ccc(C(=O)Nc2nc(N)n(-c3ccccc3)n2)cc1 do in these assays?
Kir21 block: -0.24; KCNQ2 inh: inactive

How did COC(=O)CNC(=O)CSc1nnc2cc(C)c3ccccc3n12 do in these assays?
Kir21 block: 0.12; KCNQ2 inh: inactive

What do the screens show for `O=C(c1ccco1)N1CCc2[nH]nc(-c3ccccc3)c2C1`?
Kir21 block: 1.8; KCNQ2 inh: inactive

How did O=C1c2ccccc2C(=O)N1CCSc1nncs1 do in these assays?
Kir21 block: 1.5; KCNQ2 inh: inactive

How did CC(C)(C)OC(=O)NC1CC2CCCC(C1)N2Cc1ccccc1 (stereo unspecified) do in these assays?
Kir21 block: 0.17; KCNQ2 inh: inactive

Results for CCN1C(=O)C(CC(=O)Nc2ccc(C)cc2C)Nc2cc(S(=O)(=O)N(C)C)ccc21 (stereo unspecified) ?
Kir21 block: -0.36; KCNQ2 inh: inactive

How did OC1(c2cccs2)CN(c2ccc(Br)cc2)C2=[N+]1CCCS2 (stereo unspecified) do in these assays?
Kir21 block: -4.1; KCNQ2 inh: inactive

What do the screens show for `O=C(NCc1ccccc1)c1cccc(F)c1F`?
Kir21 block: 0.92; KCNQ2 inh: inactive

Results for O=C(c1cc2c(s1)CCCC2)N1CCN(Cc2ccc3c(c2)OCO3)CC1 ?
Kir21 block: 0.08; KCNQ2 inh: inactive

How did CCN(CCCNC(=O)CNC(=O)c1nn(-c2ccc(OC)cc2OC)c(=O)c2ccccc12)c1cccc(C)c1 do in these assays?
Kir21 block: 0.04; KCNQ2 inh: inactive

Results for CC(=O)Oc1ccc(-c2ccc(C(=O)Nc3cccc(S(=O)(=O)N4CCOCC4)c3)cc2)cc1 ?
Kir21 block: -0.01; KCNQ2 inh: inactive

How did Cc1c(S(=O)(=O)N2CC(C)CC(C)C2)c(=O)n(C)c(=O)n1C (stereo unspecified) do in these assays?
Kir21 block: -0.62; KCNQ2 inh: inactive

What do the screens show for `Nc1cccc(S(=O)(=O)c2ccc(N)c(N)c2)c1`?
Kir21 block: -1.6; KCNQ2 inh: inactive

Results for COc1cccc(N=Nc2c(=O)[nH]n3c(=O)cc(C)[nH]c23)c1 ?
Kir21 block: 0.28; KCNQ2 inh: inactive

What do the screens show for `Cc1nn2c(c1-c1ccccc1)NC1=C(C(=O)CCC1)C2c1ccccc1` (stereo unspecified)?
Kir21 block: 1.6; KCNQ2 inh: inactive

Results for C=CCN1C(=O)C(Cc2ccc(OC)cc2)S/C1=N\N=C\c1cccs1 (stereo unspecified) ?
Kir21 block: 0.73; KCNQ2 inh: inactive

Results for CCOc1ccc(NC(=O)c2cccnc2Cl)c([N+](=O)[O-])c1 ?
Kir21 block: 1.1; KCNQ2 inh: inactive

How did CCCCNC(=S)NNC(=O)c1csc(C(C)C)c1 do in these assays?
Kir21 block: 0.13; KCNQ2 inh: inactive

What do the screens show for `NC(N)=NS(=O)(=O)c1ccc(NC(=S)NC(=O)c2ccc(Br)cc2)cc1`?
Kir21 block: 1.1; KCNQ2 inh: inactive

How did O=C(CSc1ccccc1)Nc1ccc2sccc2c1 do in these assays?
Kir21 block: 1.1; KCNQ2 inh: inactive

What do the screens show for `CC(C)(C)OC(=O)NCCCC1=CC2=CC(=O)C(C)(O)C(=O)C2=CO1` (stereo unspecified)?
Kir21 block: -0.76; KCNQ2 inh: inactive

Results for O=C(C[n+]1ccccc1)Nc1ccccc1Br ?
Kir21 block: -0.17; KCNQ2 inh: inactive

How did CCOC(=O)C1(CCc2ccccc2)CCN(C2Cc3ccccc3C2)CC1 do in these assays?
Kir21 block: 0.02; KCNQ2 inh: inactive

Results for O=C(NC(=S)NNC(=O)c1ccco1)c1ccccc1 ?
Kir21 block: 0.5; KCNQ2 inh: inactive

How did COc1ccc(CNC(=O)CN(C)S(=O)(=O)c2ccc(Br)s2)cc1 do in these assays?
Kir21 block: -0.22; KCNQ2 inh: inactive

Results for Cc1cc(=O)oc2cc(OC(C)C(=O)NC3CCN(Cc4ccccc4)CC3)ccc12 (stereo unspecified) ?
Kir21 block: -0.08; KCNQ2 inh: inactive

How did O=C(CCC1CCCN(C(=O)CCC(F)(F)F)C1)NCc1ccc(F)c(F)c1 (stereo unspecified) do in these assays?
Kir21 block: -0.17; KCNQ2 inh: inactive

Results for COc1ccc(CCNC(=O)CCn2c(=O)c3cccn3c3ccc(F)cc32)c(OC)c1OC ?
Kir21 block: 1.7; KCNQ2 inh: inactive

How did COc1nc(Cl)cn(-c2ccc(C)cc2)c1=O do in these assays?
Kir21 block: 0.5; KCNQ2 inh: inactive

How did C/C(=N\NC(=O)c1ccc(CSc2nncn2C)cc1)c1cccs1 do in these assays?
Kir21 block: 0.49; KCNQ2 inh: inactive

How did Cc1ccc(CNC(=O)CCNS(=O)(=O)c2cccc3nonc23)cc1 do in these assays?
Kir21 block: -1.2; KCNQ2 inh: inactive

What do the screens show for `Cn1nnc2c[n+](CC(=O)c3ccc4ccccc4c3)cc(Br)c21`?
Kir21 block: -1; KCNQ2 inh: inactive

What do the screens show for `Cc1ccc([N+](=O)[O-])c2cccnc12`?
Kir21 block: 0.26; KCNQ2 inh: inactive

What do the screens show for `O=C(CNC(=O)c1cccs1)OCc1ccc(Br)cc1`?
Kir21 block: 1.5; KCNQ2 inh: inactive

Results for COc1ccc(CN2CCC(=O)N([C@H](CO)CC(C)C)CC2)cc1OC ?
Kir21 block: 1.3; KCNQ2 inh: inactive

Hits appear at their usual frequency; about 1.9% have a hit in one of these screens.
